Assay outcomes: PubChem BioAssay, National Center for Advancing Translational Sciences (NCATS)
POLB inh = inhibitors of human DNA polymerase beta; P06746; Pol beta primer extension/strand displacement, fluorescence kinetic; Potency, µM (series often up to 114 µM), for inactives: at the top dose activity change, negative = inhibition, usual class: inhibitors; 340,000 compounds, 1.3% hits; AID 485314; also: potency is read from the fitted curve at half-maximal effect; % is scaled to controls: 0 for no effect and ±100 for the full control effect
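Pol beta (10 nM) and compounds were preincubated 15 min at room temperature, then 50 nM substrate (final) started primer extension/strand displacement. Reads were taken at 0 and 10 min; concentration-response data were fitted to a four-parameter Hill equation.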
APE1 inh = APE1 (human) endonuclease inhibition. recombinant APE1, TAMRA/BHQ-2 abasic DNA cleavage fluorescence. Potency, µM (doses to about 65.8 µM), without a hit: top-dose activity change, negative = inhibition, actives largely listed as inhibitors. P27695. 350,000 compounds, 0.35% hits;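 also: potency is read from the fitted curve at half-maximal effect; plate controls were vehicle for no effect and reference inhibitor for full effect; nearly all actives have a fitted effect of over 55% in size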
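APE1 at 0.75 nM preincubated 15 min at room temperature with compound. Reaction then started with 50 nM double-stranded THF-abasic substrate labelled with TAMRA/BHQ-2, and 525/598 nm fluorescence read kinetically. Activity taken as third-minus-first read difference, normalized to DMSO and NSC13755 controls.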
POLH inh = DNA polymerase eta (human) inhibition; Q9Y253; recombinant Pol eta, fluorescent DNA replication assay; Potency, µM (top dose mostly 114 µM), without a hit: at the top dose activity change, negative = inhibition, hits mostly inhibitors; 390,000 compounds, 1.2% hits; AID 588591; also: potency is read from the fitted curve at half-maximal effect; % is scaled to controls: 0 for no effect and ±100 for the full control effect
Target sequence (Q9Y253 whole entry, looked up): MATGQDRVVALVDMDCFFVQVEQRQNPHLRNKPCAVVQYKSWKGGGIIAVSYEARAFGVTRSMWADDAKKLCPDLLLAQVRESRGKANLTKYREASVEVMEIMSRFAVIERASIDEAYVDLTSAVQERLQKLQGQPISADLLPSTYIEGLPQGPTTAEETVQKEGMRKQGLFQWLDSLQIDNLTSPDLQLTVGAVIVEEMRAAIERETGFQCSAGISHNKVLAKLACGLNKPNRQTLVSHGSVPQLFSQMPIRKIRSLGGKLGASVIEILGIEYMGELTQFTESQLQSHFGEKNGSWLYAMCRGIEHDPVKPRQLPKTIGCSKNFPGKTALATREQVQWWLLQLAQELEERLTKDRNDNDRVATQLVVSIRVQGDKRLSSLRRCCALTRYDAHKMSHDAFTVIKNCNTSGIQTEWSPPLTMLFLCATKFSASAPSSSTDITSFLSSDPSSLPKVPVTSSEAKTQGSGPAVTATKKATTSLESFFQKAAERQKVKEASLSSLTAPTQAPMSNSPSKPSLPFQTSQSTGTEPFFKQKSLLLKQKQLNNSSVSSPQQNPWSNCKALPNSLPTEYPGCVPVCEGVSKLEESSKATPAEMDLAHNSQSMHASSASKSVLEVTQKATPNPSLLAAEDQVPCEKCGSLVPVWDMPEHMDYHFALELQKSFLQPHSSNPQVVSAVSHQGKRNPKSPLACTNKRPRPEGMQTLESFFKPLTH
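Pol eta (10 nM) was preincubated with compounds for 15 min at room temperature, after which fluorescent replication substrate (50 nM final) was added to start the reaction. Fluorescence was read kinetically at 0 and 10 min.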
LDHA block = LDHA (human) enzyme inhibition; P00338; purified LDHA, NADH/diaphorase-resazurin fluorescence; hits give low values; activity change, % (values are at about 110 or 230 µM); 480,000 compounds, 0.15% hits; AID 1347041; in the data active = activity change below about -30%; inconclusive = mostly about -25% to -30%;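 also: plate controls were DMSO wells for no effect and wells without enzyme for full effect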
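Human LDH5 (2 nM) was incubated with 0.06 mM NADH and 0.2 mM pyruvate for 5 min at room temperature in Tris pH 7.4. Remaining NADH was coupled through diaphorase/resazurin, and resorufin fluorescence was read at 0 and 20 min.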
POLI inh = inhibitors of human DNA polymerase iota | Q9UNA4 | Pol iota fluorescent replication assay, 10 min | Potency, µM (series often up to 115 µM), for the others: at the top dose activity, negative = inhibition, actives largely listed as inhibitors | 390,000 compounds, 1% hits | AID 588590; also: potency is read from the fitted curve at half-maximal effect
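Fluorescent replication assay read twice, at 0 min and 10 min after adding 50 nM (final) substrate. Enzyme (10 nM) and compounds were first incubated 15 min at room temperature; enzyme-free buffer wells were negative controls.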
Apoferritin bind = binds horse apoferritin like a general anesthetic; P02791; apoferritin/1-aminoanthracene competitive binding, fluorescence; Potency, µM (series often up to 77.5 µM), without a hit: at the highest dose activity change, negative = displacement, most hits filed as inhibitors; 350,000 compounds, 0.074% hits; also: potency is read from the fitted curve at half-maximal effect; % is scaled to controls: 0 for no effect and ±100 for the full control effect; nearly all actives have a fitted effect of over 20% in size
Target sequence (P02791 2-175 limits assumed): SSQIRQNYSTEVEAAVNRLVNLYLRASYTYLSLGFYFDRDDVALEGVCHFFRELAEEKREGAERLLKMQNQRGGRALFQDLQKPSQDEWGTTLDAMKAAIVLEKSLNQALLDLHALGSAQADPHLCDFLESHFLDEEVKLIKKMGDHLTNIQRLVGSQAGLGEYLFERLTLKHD
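Probe: 1-aminoanthracene (50% saturated, PBS). Protein: horse-spleen apoferritin, 10 uM. Incubation: 10 min, room temperature. Detection: 380 nm excitation, 535 nm emission. Analysis: normalized response, four-parameter Hill.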
BLM inh = blocks DNA unwinding by human BLM helicase; Potency, µM (doses to about 56.1 µM), without a hit: at the top dose activity change, negative = inhibition, hits mostly inhibitors; 350,000 compounds, 0.2% hits; recombinant BLM DNA unwinding, fluorescence dequenching; P54132; AID 2528;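 also: potency is read from the fitted curve at half-maximal effect; plate controls were vehicle for no effect and no enzyme for full effect; nearly all actives have a fitted effect of over 35% in size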
Pol kappa inh = DNA polymerase kappa (human) inhibition | purified Pol kappa, fluorescent DNA synthesis assay, 10 min | Potency, µM (top dose mostly 107 µM), inactives show top-dose activity, negative = inhibition, hits mostly inhibitors | 400,000 compounds, 0.53% hits | AID 588579; also: potency is read from the fitted curve at half-maximal effect; % is scaled to controls: 0 for no effect and ±100 for the full control effect
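Kinetic fluorescence screen: compound preincubated 15 min RT with 10 nM enzyme; 50 nM substrate (final) initiates; reads at 0/10 min.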
Glioma ERSR ind = inducers of ER stress response in human glioma cells | U87-MG GRP78 promoter luciferase reporter, 16 h | Potency, µM, without a hit: at the highest dose activation, actives largely listed as activators | 420,000 compounds, 0.02% hits | AID 602332; also: potency is read from the fitted curve at half-maximal effect; series mostly up to about 76 µM; % of control where 0% means no effect; nearly all actives have a fitted effect of over 35% in size
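Stably transfected U87-MG human glioma cells carrying a GRP78-based luminescent sensor were seeded at 1000 cells/well, pin-dosed with compounds and incubated 16 h. Luciferase reagent was then added, and end-point luminescence was read after 10 min at room temperature.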
Starred values were filed as active, the others as inactive; ? = inconclusive; · = not tested or not shown; & = joins results of further samples; [ ] = dose if it differs, or a comment. Unless noted, calls follow the shape of the dose curve; as a rule, active = well fitted curve in the direction sought with a large enough effect; inconclusive = small, poorly fitted or top-dose-only effect, or another doubt; inactive = no such curve, though single readings can be large; an effect the other way counts as inactive or inconclusive. Some of the compounds tested. The share of hits here may be higher or lower than overall.

Every second line gives: POLB inh	APE1 inh	POLH inh	LDHA block	POLI inh	Apoferritin bind	BLM inh	Pol kappa inh	Glioma ERSR ind
CCOC(=O)C1C(=O)OC2(CCCCC2)C1C(=O)OCC (stereo unspecified)
→ 2.3%	10.9%	-0.4%	-1.7	9.1%	-9.8%	-3.5%	-9.6%	1.7%
Cc1ccc(OCC(=O)NCCN2CCCC2)cc1
→ -2.5%	0.3%	9.3%	-1.7	?	1.7%	1.0%	-3.0%	-3.7%
O=C(c1ccc2c(c1)OCO2)N(c1ccccc1)C1C=CS(=O)(=O)C1 (stereo unspecified)
→ 7.7%	4.0%	5.7%	-2.6	2.3%	1.3%	-0.4%	-0.6%	3.1%
COc1ccc(Cl)cc1C(=O)Nc1nc(C)cc(C)n1
→ 3.1%	-0.7%	11.4%	-7.3	-0.5%	-8.3%	-8.7%	6.4%	-1.2%
CC(=O)Nc1ccccc1OCc1cc(=O)n2c(C)csc2n1
→ -1.1%	·	-20.3%	0.9	41.8%[activator]	1.5%	-0.8%	-8.3%	-2.1%
CCCCn1c(N)c(N(CCOC)C(=O)COC(=O)Cc2cccc(OC)c2)c(=O)[nH]c1=O
→ ·	24.9%	9.7%	-10.8	34.7%[activator]	·	·	-2.6%	-2.9%
O=C(CSc1nccc(-c2cccs2)n1)Nc1ccccc1
→ 3.7%	-6.6%	-0.6%	-2.3	31.1%[activator]	-5.2%	-3.4%	6.5%	0.5%
N#Cc1cc([N+](=O)[O-])ccc1NC(=O)COC(=O)C1CC2CCCC(C1)C2=O (stereo unspecified)
→ ·	7.7%	-2.8%	-1.2	16.6%	·	·	-14.4%	-3.6%
CCNC(=O)COC(=O)c1cc(-c2ccccc2)nn1-c1ccccc1
→ 10.1%	1.5%	-16.7%	-6.3	106.2%[activator]	-10.9%	-2.4%	-13.1%	-4.8%
COc1ccc(CC(=O)NCC(=O)NCc2cc(=O)n(C)c(=O)n2C)cc1
→ 29.4%	9.6%	-7.2%	-1.2	-13.3%	-2.6%	0.8%	11.9%	-7.9%
Nc1ccc2nc(-c3ccc(Cl)cc3)[nH]c2c1
→ 0.3%	-10.6%	-22.9%	-1.8	2.4%	339.4%[activator]	-10.8%	14.0%	-9.5%
CCN1CCN(c2nc3c(C)cccn3c(=O)c2/C=C(\C#N)S(=O)(=O)c2ccc(Cl)cc2)CC1
→ -20.0%	3.3%	-12.6%	1.9	-23.1%	-20.2%	-3.8%	-24.4%	-2.0%
NC(CSS(=O)(=O)O)=NCCC12CC3CC(CC(O)(C3)C1)C2
→ 0.4%	3.0%	-9.7%	-9.5	?	-0.7%	4.8%	-2.2%	-1.0%
Cn1c(Cc2ccccc2)nnc1SCC(=O)N1CCCCC1
→ 30.4%	6.3%	4.3%	-10.7	6.5%	-11.7%	0.1%	-4.3%	-4.7%
CCCCCN(C(=O)CCC(=O)OCC(=O)N1CCCC(C)C1)c1c(N)n(CCCC)c(=O)[nH]c1=O (stereo unspecified)
→ 43.7%	-2.5%	-14.1%	-9.9	5.7%	-8.1%	-1.8%	-8.6%	-0.6%
O=C(NCCc1ccc(F)cc1)c1cc([N+](=O)[O-])ccc1N1CCOCC1
→ ·	40.0%	-8.8%	-8.4	17.0%	·	·	-0.8%	-4.7%
Cc1ccc2nc(N(CCN(C)C)C(=O)c3cc(Cl)sc3Cl)sc2c1
→ 5.0%	12.2%	-16.5%	0.9	-2.6%	-0.3%	5.0%	-7.0%	-0.1%
CC(=O)Nc1nnc(SCC(=O)N2CCc3ccccc32)s1
→ 11.9%	53.0%[activator]	-9.7%	-4.8	24.8%	1.3%	-5.6%	-2.4%	-3.2%
COc1ccc(C2=NN(C(=O)CCC(=O)O)C(c3ccccc3)C2)cc1 (stereo unspecified)
→ 108.2%	11.7%	-0.3%	-5.0	23.3%	-11.4%	1.6%	-5.8%	-1.0%
CSc1ccc(CNC(=O)CN2C(=O)C3CCCCN3c3ccc(C(=O)N4CCCC4)cc32)cc1 (stereo unspecified)
→ 1.9%	·	-18.0%	-1.6	29.7%	-6.6%	2.3%	-1.9%[60.1 µM]	-3.2%
CCc1ccc(N2CC(C(=O)NC3CC3)CC2=O)cc1 (stereo unspecified)
→ -11.3%	17.3%	-19.7%	-7.5	85.7%[activator]	-12.3%	-1.4%	-9.8%	-1.5%
Cc1cc(C(=O)Nc2nnc(C(F)(F)F)s2)cs1
→ 27.7%	4.3%	-17.4%	-5.1	7.2%	-3.0%	-3.8%	4.2%	2.8%
Cn1nnnc1Sc1ncnc2scc(-c3cccc4ccccc34)c12
→ ·	24.3%	-9.8%	-6.0&4.4	59.8%[activator]	·	·	-6.2%	-1.1%
CCCn1nc(Oc2nc(NCC)nc(NCC)n2)ccc1=O
→ -7.3%	0.5%	-8.1%	-4.6	23.2%	-3.7%	-0.5%	1.2%	9.5%
CCOC(=O)CNc1c(-c2ccc(O)cc2)nc2ccccn12
→ -0.1%	1.5%	-6.9%	-8.2	1.2%	88.3%[activator]	-4.6%	-7.8%	3.4%
Cc1cc(C)c(NC(=O)CSc2nncn2-c2cccnc2)c(C)c1
→ 32.5%	-2.6%	-10.6%	-5.4	81.0%[activator]	-1.4%	-7.1%	-7.3%	-0.9%
COc1ccc(CCNC(=O)c2cc3c(=O)n(C)c4cc(Cl)ccc4c3s2)cc1OC
→ 56.2%	·	3.2%	-8.3	-7.8%	-8.2%	-4.0%	8.4%	-5.1%
Cn1c(=O)c2c(nc(N3CCOCC3)n2CCNC2=NCCC2)n(C)c1=O
→ ·	·	-2.5%	-7.6	12.7%	·	·	1.6%	-6.2%
COc1ccc(NC(=O)c2cc(Br)c(Br)s2)cn1
→ 10.4%	-2.0%	-17.3%	8.0	66.2%[activator]	-23.1%	-5.6%	2.9%	5.4%
COc1ccc(S(=O)(=O)N2CCc3ccccc3C2)cc1
→ -0.8%	5.9%	-15.3%	-9.0	?	6.2%	-6.3%	-11.6%	-2.9%

(listing goes on)
Every second line gives: POLB inh	APE1 inh	POLH inh	LDHA block	POLI inh	Apoferritin bind	BLM inh	Pol kappa inh	Glioma ERSR ind
COCc1c(Br)c(C)nc(OCC(=O)O)c1C#N
→ 5.7%	-1.4%	-2.1%	-2.0	3.2%	-0.6%	-1.7%	5.5%	-5.7%
O=C1NC(c2ccccc2)(C(F)(F)F)SC2=CCCCCN12 (stereo unspecified)
→ -0.9%	-4.3%	-6.6%	-2.4	-1.3%	-3.5%	-9.9%	6.1%	-2.5%
CCOc1cc(C2NC(=O)NC2=O)ccc1O (stereo unspecified)
→ -0.5%	33.6%	4.0%	-15.4	127.2%[activator]	-3.8%	-1.6%	-3.8%	0.5%
COc1cc(NC(=O)c2noc3c2CC(C)CC3)c(OC)cc1Cl (stereo unspecified)
→ -11.7%	·	-0.2%	-8.2	?	54.8%[activator]	-0.6%	-17.4%	-2.1%
Cc1ccc(C(=O)N/C(=C/c2ccco2)C(=O)NCc2ccco2)cc1
→ 35.5µM*	-11.1%	31.6µM*	1.1	?	-2.6%	-3.9%	?	8.9%
CC(=O)NC1C(OCc2ccccc2)OC2COC(C)(C)OC2C1O (stereo unspecified)
→ -15.2%	-3.8%	-22.1%	-4.6	73.0%[activator]	-6.2%	3.3%	-15.3%	-5.8%
COc1ccc(S(=O)(=O)N2CCOCC2)cc1NC(=O)C1COc2ccccc2O1 (stereo unspecified)
→ ·	-26.4%	-3.5%	-2.4	-7.2%	·	·	-17.6%	-2.7%
COCCN(C(=O)CCC(=O)Nc1ccccn1)C(C(=O)NC(C)C)c1ccc(Cl)cc1 (stereo unspecified)
→ 18.0%	36.1%	-13.8%	-0.5	5.6%	-4.9%	-3.1%	1.9%	2.0%
CCOc1ccc(CN2CCNC(=O)C2CC(=O)NCC2CCOCC2)cc1 (stereo unspecified)
→ 30.7%	39.7%	-9.1%	5.8	18.9%	-5.2%	1.7%	3.2%	-4.6%
CCCCc1c(C)nc2c(OC)cccc2c1SCC(=O)O
→ 14.0%	16.8%	-22.1%	-5.4	0.0%&13.5%	-5.1%	-9.9%	2.3%&-2.9%	-4.5%&-2.4%
CCn1c(SCC(=O)NC(C)(C)C)nnc1-c1ccncc1
→ 1.1%	-1.7%	-4.7%	-3.0	-3.8%	-4.4%	1.3%	3.7%	3.6%
O=C(COc1ccc(F)cc1)N1CCc2ccccc2C1
→ -5.9%	8.3%	10.5%	-5.9	130.7%[activator]	-12.9%	-4.8%	1.7%	2.5%
COc1ccc(NC(=O)C(c2ccc(OC)cc2)N(C)C(=O)Cc2cccs2)cc1 (stereo unspecified)
→ 31.8%&39.5%	-0.7%	-13.6%&-14.7%	-2.8&-2.3	-16.2%&-3.8%	-10.7%&-16.0%	-3.6%&-3.6%	-9.9%&-24.0%	-1.3%&-0.1%
Cc1cccc(CSc2cn(CC(=O)N3CCCCCC3)c3ccccc23)c1
→ -15.8%	·	-21.4%	-1.8	4.3%	58.0%[activator]	-8.5%	-18.0%	2.1%
